# esBAF inh – Bmi1 luciferase reporter increase in mESCs, primary screen, esBAF inhibitor project, mouse ES cells, Bmi1 luciferase knock-in, single point; reporter increase, % at 12.5 µM; 350,000 compounds, 2% hits; AID 602393, 2012; 24 h; 100% = twice the neutral-well signal; in the data active = activation above about 40%; inconclusive = no clear call, values can overlap the other calls;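 also: 0% = median of the plate's neutral control wells and 100% = double that signal; a rise in the Bmi1 reporter signal indicates esBAF inhibition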
# CASP6 VEID inh – human caspase-6 inhibitors, primary screen, biochemical, VEID-R110 fluorescence, single point, set 2. P55212. purified caspase-6, Z-VEID-R110 cleavage fluorescence. inhibition, % at 12.5 µM. 350,000 compounds, 0.53% hits. AID 686996, 2013;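 active = mean inhibition across replicates at least about 35%, with every replicate also reaching that limit, limit read from the data; inconclusive = only one of the two criteria met; inactive = neither criterion met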;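 also: 0% = median of neutral control wells and 100% = no fluorescence left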
# Target sequence (P55212 24-179 limits assumed): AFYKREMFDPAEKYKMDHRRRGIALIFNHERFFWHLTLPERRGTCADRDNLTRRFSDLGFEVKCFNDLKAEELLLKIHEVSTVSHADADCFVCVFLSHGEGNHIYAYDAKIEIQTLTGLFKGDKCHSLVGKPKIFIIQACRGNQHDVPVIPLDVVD
# Target sequence (P55212 194-293 limits assumed): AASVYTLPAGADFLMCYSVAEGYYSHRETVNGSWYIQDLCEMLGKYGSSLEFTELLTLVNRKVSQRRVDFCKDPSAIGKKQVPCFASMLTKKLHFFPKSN
# ARNT TACC3 PPI – disruptors of ARNT/TACC3 protein interaction, primary screen, biochemical, AlphaScreen, single concentration; Transforming acidic coiled-coil-containing protein 3 (Homo sapiens), Q9Y6A5; AlphaScreen His-ARNT PAS-B/GST-TACC3 binding, luminescence; TACC3 fragment carries E629A point mutation; inhibition, % at 9.99 µM; 390,000 compounds, 0.66% hits;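 active = mean inhibition of replicates at least 50% and at least half of replicates each reaching 50%; inconclusive = half or more replicates reach 50% but mean below 50%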;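 also: 0% = complete ARNT plus TACC3 wells and 100% = ARNT alone without TACC3; many hits fall short of the cut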
# ERp5 block – inhibitors of ERp5-driven insulin aggregation, primary screen, biochemical, turbidity, absorbance 650 nm, single point. Protein disulfide-isomerase A6 (Homo sapiens), Q15084. 90 min. inhibition, % at 9.99 µM. 350,000 compounds, 0.05% hits. AID 651711, 2012;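 active = mean replicate inhibition above about 25%, with every replicate also reaching it, limit read from the data, passing the limit was not always enough; inconclusive = only one of those two criteria met; inactive = neither criterion met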
# PglD inh – C. jejuni PglD acetyltransferase inhibitors, primary screen, biochemical, DTNB colorimetric, single point | UDP-N-acetylbacillosamine N-acetyltransferase PglD (Campylobacter jejuni) | purified PglD enzyme, DTNB colorimetric CoA detection | inhibition, % at 12.5 µM | 360,000 compounds, 0.098% hits; in the data active = inhibition above about 16%, passing the limit was not always enough; inconclusive = no clear call, values can overlap the other calls; also: strong numbers were not always called active
# E-selectin induc – E-selectin induction in HUVECs, primary screen, imaging, HUVEC, immunofluorescence imaging, single point; activation, % at 7.58 µM; P16581; 260,000 compounds, 0.37% hits; AID 686992, 2013; normalized: neutral wells 0, TNF-alpha wells 100;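 active = mean E-selectin-positive cell signal at least 10% of the positive control, reached in at least 60% of replicates, without over 20% cell loss; inconclusive = no rule given, readout overlaps actives, possibly toxicity-flagged; inactive = the rest, including those meeting only one limit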;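 also: in these data hits start at about 27%; measured in HUVEC primary endothelial cells; signal is the percent of cells scored E-selectin positive by PE staining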
# Target sequence (P16581 whole entry, looked up): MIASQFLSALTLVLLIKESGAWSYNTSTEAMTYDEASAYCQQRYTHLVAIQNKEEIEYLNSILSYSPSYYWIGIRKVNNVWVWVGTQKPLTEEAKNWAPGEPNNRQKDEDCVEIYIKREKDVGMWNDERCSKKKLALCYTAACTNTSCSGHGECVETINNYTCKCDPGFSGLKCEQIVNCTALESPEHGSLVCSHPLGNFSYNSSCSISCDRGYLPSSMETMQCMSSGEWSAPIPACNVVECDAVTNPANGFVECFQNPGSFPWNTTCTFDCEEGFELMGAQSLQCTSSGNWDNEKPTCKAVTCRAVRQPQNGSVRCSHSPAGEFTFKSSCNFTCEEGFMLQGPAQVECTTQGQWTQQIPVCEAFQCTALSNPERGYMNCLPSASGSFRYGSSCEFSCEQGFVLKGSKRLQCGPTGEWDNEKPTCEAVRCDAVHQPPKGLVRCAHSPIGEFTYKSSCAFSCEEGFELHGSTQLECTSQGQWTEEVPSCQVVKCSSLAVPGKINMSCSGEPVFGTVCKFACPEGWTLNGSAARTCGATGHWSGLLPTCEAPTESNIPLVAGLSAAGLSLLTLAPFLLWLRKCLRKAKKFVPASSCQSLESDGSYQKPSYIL
#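 Read-out: % PE-positive cells | Test system: HUVEC | Doses: One compound dose added by pin transfer | Buffer or medium: EGM-2 over gelatin coat | Signal: Immunofluorescence imaging | Benchmarks: TNF-alpha, DMSO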
# RAD54 branch – inhibitors of human RAD54 branch migration, primary screen, biochemical, fluorescence, single point; DNA repair and recombination protein RAD54-like (Homo sapiens), Q92698; RAD54 Holliday junction branch migration, FAM/BHQ fluorescence; inhibition, % at 10.4 µM; 360,000 compounds, 0.14% hits;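 active = mean normalized replicate activity at least 40 and at least half of replicates scoring 40 or more; inconclusive = only one of the two criteria met; inactive = mean below 40 and under half of replicates reaching 40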;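 also: 0% = median of neutral control wells and 100% = median of positive control wells; inhibitors cause a drop in the FAM fluorescence signal; in these data hits start at about 50%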
# RAD52 inh – RAD52 DNA annealing inhibitors, primary screen, biochemical, FRET, single point, set 2; AID 651710, 2012; recombinant RAD52 DNA annealing, FRET fluorescence; DNA repair protein RAD52 homolog (Homo sapiens), P43351; 360,000 compounds, 0.46% hits; inhibition, % at 18.7 µM;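 active = every replicate showing at least 50% inhibition; inconclusive = mean inhibition at least 50% but not in every replicate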
# * hit, by the source's call; ? = inconclusive; · = not tested or not shown.
SMILES,esBAF inh,CASP6 VEID inh,ARNT TACC3 PPI,ERp5 block,PglD inh,E-selectin induc,RAD54 branch,RAD52 inh
COc1ccc(NC(=O)/C(C#N)=C/c2cc(C)n(-c3ccc(N4CCOCC4)c([N+](=O)[O-])c3)c2C)cc1,·,4.1,-2.0,-3.2,-0.2,·,-7.6,-7.8
C/C(=N/NC(=O)CNC(=O)COc1cccc(C)c1)c1ccc(Cl)cc1,1.8,3.0,4.7,·,-1.3,·,-1.2,1.1
O=C(CSC1=NCCS1)Nc1ccc(S(=O)(=O)NC2CCCCC2)cc1,11.5,·,0.9,·,-0.1,·,-3.4,·
CCOC(=O)c1cccc(NS(=O)(=O)c2ccc(NC(C)=O)cc2)c1,-14.0,·,-2.6,·,-0.8,·,8.6,·
CCCNC(=O)N1CCC2(CC1)CN(Cc1cccc(OC)c1)[C@H](CO)c1[nH]c3cc(OC)ccc3c12,·,0.5,·,-5.7,·,0.0,·,-100.5
O=[N+]([O-])c1ccc(NCc2ccncc2)cc1,7.6,-1.6,-5.8,-2.0,-13.7,-0.1,8.1,-3.9
Cc1cccc(C)c1OCCCn1ccnc1,-6.2,-3.4,-9.9,2.1,1.1,·,-9.2,-17.7
COc1ccc(OC)c(C2Nc3c(Cl)ccc(C(=O)O)c3C3C=CCC32)c1 (centres undefined),·,18.4,-5.6,-2.9,·,·,·,-50.8
Cc1cc(C)cc(NC(=O)COC(=O)c2n[nH]c3ccccc23)c1,·,-8.1,-2.8,2.9,·,3.2,·,-9.7
O=C(NCc1cccnc1)C1CCCN(S(=O)(=O)c2ccccc2)C1 (centres undefined),3.5,-1.1,-5.3,-2.3,-1.2,·,4.5,-6.8
O=C1S/C(=C\c2ccc(N3CCOCC3)o2)C(=O)N1c1ccccc1,0.0,·,-2.8,-3.9,·,6.8,·,-228.2
CCOC(=O)c1nc(N)c(=O)n(-c2ccc(C)cc2)n1,-2.3,·,-1.6,·,-5.5,·,-3.6,·
O=C(C1CCC1)N1CC(=O)N2[C@@H](CO)[C@@H](c3ccc(Br)cc3)[C@@H]2C1,·,1.1,·,-1.6,·,0.0,·,7.8
COc1ccc(CC(N)c2csc(NC(=O)NCCc3ccccc3)n2)cc1 (centres undefined),-13.7,-0.9,·,-3.3,0.3,-0.2,4.3,24.8
COCCN(C(=O)C1CCCC1)c1c(N)n(Cc2ccccc2)c(=O)[nH]c1=O,-11.6,-1.7,3.8,16.5,0.7,-0.7,-2.1,-6.7
COc1ccc(C(=O)N2CCc3cc(OC)c(OC)cc3C2c2ccc(OC)c(OC)c2)cc1 (centres undefined),1.9,3.8,15.0,0.8,-6.3,0.4,-5.2,-9.8
C[C@@H]1CN([C@@H](C)CO)C(=O)c2cc(N(C)C)ccc2O[C@@H](C)CCCCO[C@@H]1CN(C)S(=O)(=O)c1cn(C)cn1,-5.8,-7.4,5.5,4.1,1.9,-0.2,-14.2,-64.0
C[C@@H]1CN([C@H](C)CO)C(=O)c2cc(-c3cccnc3)cnc2O[C@@H]1CN(C)Cc1ccc(Oc2ccccc2)cc1,3.8,1.9,7.4,0.5,-1.2,0.5,1.7,1.6
O=C(O)CCCC(=O)Nc1ccc(Cl)c(Cl)c1,-6.4,·,-4.8,·,1.3,·,-7.7,·
Cc1ccc(S(=O)(=O)CCSc2ccc(C(F)(F)F)cn2)cc1,·,-2.4,·,3.8,0.9,5.1,?,-16.9
Cc1cc(C(=O)N2CCOCC2)c(C)o1,-6.0,-5.7,-4.3,-0.5,2.1,-0.5,-0.9,22.7
CN(CCC#N)C(=O)COC(=O)c1ccc(Cl)c(S(N)(=O)=O)c1,-10.4,·,-2.9,·,-4.8,1.5,-3.2,·
CCC(=O)Nc1nc(C)c(-c2csc(Nc3cccc(O)c3)n2)s1,5.9,5.4,20.6,-3.1,-1.2,1.8,4.1,10.7
CCOC(=O)c1cc(-c2cccs2)nc2onc(C)c12,6.6,·,-1.4,·,-2.9,·,-1.3,·
CN1CCN(c2ccc(-c3cccc(NC(=O)COc4ccc(Cl)cc4)c3)nn2)CC1,1.6,2.2,-2.5,3.4,-4.1,-2.0,7.3,-13.1
# Other entries follow.
SMILES,esBAF inh,CASP6 VEID inh,ARNT TACC3 PPI,ERp5 block,PglD inh,E-selectin induc,RAD54 branch,RAD52 inh
Cc1c(C)c2ccc(OCC(=O)NCCCn3ccnc3)c(C)c2oc1=O,2.1,-17.4,10.7,·,-5.6,·,-3.0,-5.6
COc1ccccc1N(C)S(=O)(=O)c1ccc(Cl)c(C(=O)NCc2cccnc2)c1,5.9,2.4,·,5.3,2.0,·,3.2,-8.9
Cc1cccc(C)c1OCc1nnc(SCC(=O)Nc2cccc(C(=O)N3CCOCC3)c2)n1C,-6.5,-5.7,-3.3,-0.7,3.3,·,1.5,-0.2
CC(=O)N(C(C)=O)N1C(=O)c2cccc3c(N4CCOCC4)ccc(c23)C1=O,·,-3.8,-2.6,1.4,·,·,·,-143.9
COC(=O)c1cc(Cl)c(NC(=O)c2ccco2)cc1OC,19.3,·,-9.8,·,1.2,·,-4.8,·
C[C@@H]1CN([C@@H](C)CO)S(=O)(=O)c2ccc(C3=CCCC3)cc2O[C@H]1CN(C)C(=O)Cc1ccncc1,-0.4,0.5,-0.4,4.9,-3.2,-0.3,11.7,-10.6
CSc1ncccc1C(=O)OCC(=O)c1ccc(Br)s1,-3.5,0.1,-0.8,-2.9,·,·,·,-0.3
CN(C)/C=C/C(=O)c1ccc2noc(-c3ccc(F)cc3)c2c1,-2.1,3.7,-0.8,15.7,-1.8,0.2,5.5,-48.3
CO[C@H]1CN(C)C(=O)c2cc(NS(C)(=O)=O)ccc2OC[C@H](C)N(C(=O)C2CCCCC2)C[C@@H]1C,-1.4,-0.9,-10.7,1.1,2.3,-0.1,4.6,1.0
C[C@@H]1CCCCO[C@H](CN(C)C(=O)C2CCCCC2)[C@H](C)CN([C@@H](C)CO)C(=O)c2cc(NC(=O)Nc3ccc(F)cc3)ccc2O1,0.6,0.5,-2.4,-0.9,-3.2,0.1,3.9,-1.8
COc1ccc(Cl)cc1NC(=O)CNc1ccccc1N1CCOCC1,-0.7,-1.4,0.3,-0.9,3.1,-2.4,3.4,-5.2
Cc1ccc(CN2CC(=O)N3[C@H](C2)[C@@H](c2ccc(-c4ccccc4F)cc2)[C@@H]3CO)cc1,·,-0.5,·,0.7,·,-0.1,·,-6.8
CCOC(=O)Cc1nnc(NC(=O)c2ccccc2OCC)s1,-2.1,·,-8.2,·,4.6,·,6.5,·
O=C(Nc1cc(C(F)(F)F)ccc1N1CCOCC1)C1CC1,-5.0,-4.9,·,4.9,3.0,-0.7,3.9,-3.8
CC(C)NC(=O)Nc1ccc2c(c1)C(=O)N(C)[C@@H]1CC[C@H](CC(=O)NCc3ccc(F)cc3)O[C@H]1CO2,-4.0,0.9,-9.8,-3.6,-2.0,-0.2,3.1,-1.3
CS(=O)(=O)c1nc(S(=O)(=O)c2ccc(Cl)cc2)c(N2CCC3(CC2)OCCO3)s1,3.0,-1.1,-1.4,-3.6,-0.7,0.0,-1.6,-7.9
Cc1ccc(C)c(NC(=O)CS(=O)(=O)c2cccc3nsnc23)c1,·,2.1,0.8,0.4,·,5.1,·,-15.0
CN1C(=O)c2ccc(NC(=O)c3ccc(Cl)cc3Cl)cc2C1=O,16.3,0.3,-9.3,-6.8,0.2,·,-3.3,-9.9
Cc1cc(C)n(C(=O)COc2ccccc2[N+](=O)[O-])n1,·,-2.3,-9.6,3.3,·,·,·,-5.0
CCN1C(=O)N[C@@H](CCc2ccccc2)[C@H](C(=O)OC)[C@H]1C,-1.5,-0.3,·,2.0,-5.9,-0.3,3.4,-1.5
Cc1cccc(NC(=O)CSCC(=O)N(C)Cc2ccc(Cl)c(Cl)c2)c1,-2.9,-107.8,0.0,4.0,-1.5,0.4,2.3,1.3
COc1ccc(C2=NC(C)(C)Cc3cc(OC)c(OC)cc32)cc1,-6.2,3.5,-15.9,-2.2,·,0.0,·,12.9
O=[N+]([O-])c1ccc(NC(=S)NCc2ccncc2)cc1,·,0.8,2.8,1.7,·,·,·,-14.8
O=C(O)CCn1cc(C(=O)O)c(-c2ccccc2)n1,9.4,1.8,-5.0,4.3,·,0.4,·,-13.9
O=C(NCc1ccco1)c1ccc(S(=O)(=O)N2CCCc3ccccc32)cc1,-0.4,·,-13.7,·,-0.6,·,1.2,·
# (more compounds)
SMILES,esBAF inh,CASP6 VEID inh,ARNT TACC3 PPI,ERp5 block,PglD inh,E-selectin induc,RAD54 branch,RAD52 inh
COc1ccc(N2CCN(C(=O)[C@@H](NC(=O)c3cc(OC)cc(OC)c3)C(C)C)CC2)cc1,-5.6,0.1,-4.7,-5.9,4.1,·,7.2,-8.7
CCc1csc(N2[C@H](CO)[C@H](c3ccc(-c4ccc(F)cc4)cc3)[C@@H]2C#N)n1,2.8,-1.0,22.3,10.4,0.9,4.2,-8.9,-17.5
CCOC(=O)c1ccccc1NCN1C(=O)CSC1=O,-9.9,·,-13.3,·,-4.4,·,1.2,·
Cc1ccc([C@@H]2[C@@H]3C(=O)N(C)C(=O)[C@@H]3[C@]3(C)C(=O)N(Cc4ccc(-c5ccccc5)cc4)CC(=O)N23)o1,10.7,0.1,-2.8,-9.8,-1.4,0.0,10.9,-43.6
Cc1ccc(NC(=S)N(CCN(C)C)Cc2cc3cc(C)cc(C)c3[nH]c2=O)cc1,·,1.7,6.9,9.1,·,-0.6,·,3.9
COc1ccc(S(=O)(=O)NCc2ccc(C(=O)NCCCN3CCCC(C)C3)cc2)cc1 (centres undefined),1.4,6.4,-1.0,3.5,-4.6,·,-1.2,-3.9
COc1ccc2c(Cl)c(-c3nnco3)sc2c1,8.6,·,-0.8,·,-1.3,·,-6.0,·
Cc1ccc(N(Cc2ccccc2)C(=O)c2cccc(F)c2)cc1,13.6,2.1,-13.0,-3.6,6.0,0.5,-10.0,-17.0
Cc1ccc(NC(=O)C(c2ccccc2)N2CCN(CC(=O)NC3CC3)CC2)cc1 (centres undefined),11.6,0.2,0.9,-4.5,-2.4,·,9.6,-4.9
COc1cccc(CN2CCC3(CC2)CN(S(C)(=O)=O)[C@@H](CO)c2[nH]c4cc(OC)ccc4c23)c1,·,-4.0,·,-7.4,·,-0.5,·,8.8
COc1ccccc1NS(=O)(=O)c1cccc(NC(=O)c2nc3nc(C)cc(C)n3n2)c1,6.5,·,3.1,·,3.0,·,3.8,·
COc1ccc(NC(C)=O)cc1CNC(=O)CN1CCOCC1,-3.0,1.7,-2.9,5.8,1.2,·,5.5,-14.8
O=c1oc2ccc3ccccc3c2cc1-c1nc2ccccc2o1,-3.4,·,1.7,·,5.3,·,-2.7,·

# Assay outcomes from PubChem BioAssay.
